Wnt bcat act – Wnt/beta-catenin pathway activation. Wnt/beta-catenin reporter cell assay, activator, plate reader. activation, % at 9.35 µM. hit rate 1.2% among 300,000; in the data active means activation above about 30%, passing the limit was not always enough;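 further: 0% = neutral control wells and 100% = positive control wells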
CDK5 inh – blocks human CDK5/p35 kinase activity | Recombinant CDK5/p35, ADP-Glo luminescence, 60 min | inhibition, % at 10 µM | hit rate 0.01% among 330,000 | AID 488839;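 active means highest replicate inhibition of at least 50% and at least 75% of replicates reaching 50%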;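 further: plate controls were DMSO neutral control for no effect and GW8510 at 10 µM for full effect; many of its hits are not listed in these tables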
HTR5A ag ctr – counter-screen for OPRM1-OPRD1 agonists: human HTR5A agonism | P47898 | HTR5A agonist assay, luminescence, cell-based | activation, % at 9.3 µM | hit rate 0.61% among 340,000; in the data active means activation mostly above about 9.5%, no sharp cut-off; inactive means mostly below about 7.6%;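 further: 0% = cells with vehicle only and 100% = reference agonist; strong numbers were not always called active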
dFosB act – activators of mouse delta FosB homodimer; hit rate 0.99% among 340,000; purified delta FosB, TAMRA-CDK5 oligo fluorescence polarization; percent of positive-control signal above neutral wells; activation, % at 25 µM;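 active means mean activation above about 17%, with every replicate also reaching it, limit read from the data, passing the limit was not always enough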;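 further: fluorescence polarization rise as delta FosB binds a TAMRA Cdk5 AP-1 oligo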
V-ATPase pH – yeast V-ATPase proton transport regulation by pHLuorin | hit rate 0.37% among 350,000 | AID 504577 | response, % at 10 µM | S. cerevisiae, pHLuorin cytosolic pH fluorescence; in the data active means response mostly above about 7.3%, no sharp cut-off; inactive means mostly below about 5.4%; further: actives read high; inactives centre near 0; some compounds called inactive have numbers as strong as hits; reference of the scale not given here
MITF TRPM1 HTS – increases MITF-driven TRPM1 promoter luciferase signal; hit rate 0.75% among 300,000; SK-MEL-5 TRPM1-promoter luciferase, 24 h; % of positive control, neutral wells = 0; activation, % at 12.5 µM;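 active means mean activation of at least 80% with every replicate also reaching 80%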;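 further: 0% = neutral control wells and 100% = parthenolide positive control wells; values of inactives mirror those of a sister screen read the other way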
SR-BI DiI inh – mouse SR-BI HDL lipid transfer inhibition; ldlA[mSR-BI] CHO cells, DiI-HDL uptake fluorescence, 3 h; inhibition, % at 12.5 µM; hit rate 0.96% among 320,000;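 active means mean replicate inhibition of at least 70% and a set share of replicates each scoring 70 or more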;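 further: 0% = median of neutral control wells and 100% = median of positive control wells; values of inactives mirror those of a sister screen read the other way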
HTR5A inv ag – inverse agonist of human HTR5A in OPRM1-OPRD1 counter-screen. P47898. HTR5A cell line, luminescence, inverse agonism. inhibition, % at 9.3 µM. hit rate 0.083% among 340,000; in the data active means inhibition mostly above about 23%, no sharp cut-off; inactive means mostly below about 18%;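 further: 0% = cells with DMSO and 100% = no-cell wells with DMSO; some compounds called inactive have numbers as strong as hits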
NSD2 HMT inh – NSD2 (human) methyltransferase inhibition | O96028 | NSD2 peptide methylation, AlphaScreen, 120 min | inhibition, % at 12.5 µM | hit rate 0.54% among 310,000 | AID 743445; in the data active means inhibition above about 50%
Target sequence (O96028 whole entry, looked up): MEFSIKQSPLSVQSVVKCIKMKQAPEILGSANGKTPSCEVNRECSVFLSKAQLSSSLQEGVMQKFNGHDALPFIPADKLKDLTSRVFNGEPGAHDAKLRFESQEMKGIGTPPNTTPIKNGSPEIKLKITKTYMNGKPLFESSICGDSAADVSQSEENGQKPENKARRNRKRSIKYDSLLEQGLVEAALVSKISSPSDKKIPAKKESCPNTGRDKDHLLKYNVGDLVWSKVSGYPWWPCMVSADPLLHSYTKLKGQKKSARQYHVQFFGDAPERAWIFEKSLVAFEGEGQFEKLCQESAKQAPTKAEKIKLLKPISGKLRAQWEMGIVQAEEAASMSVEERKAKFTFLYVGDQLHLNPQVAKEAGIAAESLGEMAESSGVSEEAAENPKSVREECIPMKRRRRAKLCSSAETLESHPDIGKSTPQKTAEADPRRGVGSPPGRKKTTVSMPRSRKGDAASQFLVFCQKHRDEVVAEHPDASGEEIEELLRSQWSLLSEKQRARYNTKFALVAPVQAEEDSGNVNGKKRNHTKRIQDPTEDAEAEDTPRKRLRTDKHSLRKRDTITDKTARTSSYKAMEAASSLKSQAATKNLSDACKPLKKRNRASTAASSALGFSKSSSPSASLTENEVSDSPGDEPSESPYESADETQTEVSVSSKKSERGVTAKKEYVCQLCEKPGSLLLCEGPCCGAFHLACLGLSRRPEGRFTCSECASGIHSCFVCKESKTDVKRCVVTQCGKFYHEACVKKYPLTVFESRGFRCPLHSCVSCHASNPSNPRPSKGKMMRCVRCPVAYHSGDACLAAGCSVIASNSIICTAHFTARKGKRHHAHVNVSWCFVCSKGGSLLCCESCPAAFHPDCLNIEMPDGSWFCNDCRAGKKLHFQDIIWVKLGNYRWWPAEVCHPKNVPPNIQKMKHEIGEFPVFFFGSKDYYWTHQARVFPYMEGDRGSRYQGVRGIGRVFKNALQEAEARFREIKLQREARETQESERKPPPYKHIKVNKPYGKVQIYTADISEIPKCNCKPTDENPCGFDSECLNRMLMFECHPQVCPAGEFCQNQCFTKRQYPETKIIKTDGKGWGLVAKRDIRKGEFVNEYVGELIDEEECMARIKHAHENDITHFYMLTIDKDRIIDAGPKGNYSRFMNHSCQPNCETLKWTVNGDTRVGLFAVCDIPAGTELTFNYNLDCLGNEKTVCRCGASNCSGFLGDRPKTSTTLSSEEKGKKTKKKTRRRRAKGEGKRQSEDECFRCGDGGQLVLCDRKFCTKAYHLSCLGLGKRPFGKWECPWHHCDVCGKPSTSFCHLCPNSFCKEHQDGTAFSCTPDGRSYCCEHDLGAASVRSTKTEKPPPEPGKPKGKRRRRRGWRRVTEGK
PvdQ acylase – P. aeruginosa PvdQ acylase inhibition. purified PvdQ acylase, fluorescence plate reader. inhibition, % at 10 µM. hit rate 0.063% among 340,000. AID 488965; in the data active means inhibition above about 30%, passing the limit was not always enough;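 further: 0% = vehicle neutral wells and 100% = reference inhibitor wells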
Numbers without * were called inactive; nt = no result given.

SMILES	Wnt bcat act	CDK5 inh	HTR5A ag ctr	dFosB act	V-ATPase pH	MITF TRPM1 HTS	SR-BI DiI inh	HTR5A inv ag	NSD2 HMT inh	PvdQ acylase
COc1ccc(CC(=O)Nc2cc(C)on2)cc1OC	nt	2.2	2	-9	nt	4	-12	-8	0	-3
Cc1c(CC(=O)N[C@@H](C)C(=O)O)c(=O)oc2c(C)c3occ(-c4ccccc4)c3cc12	-2	0.3	2	-31	6	-5	-18	-9	14	9
CCOC(=O)C1(NC(=O)C2(N3C(=O)c4ccccc4C3=O)CCCC2)CCCC1	-4	3.2	0	3	-4	-3	-1	1	-3	8
CC(C)n1ncc2c(C(=O)Nc3ccc(S(C)(=O)=O)cc3)cc(C3CC3)nc21	-1	-0.3	-1	-18	0	1	29	3	-2	-5
Cc1ccc2nc(NC(=O)CSCc3ccccc3)sc2c1	2	-0.4	10*	-6	-7	23	0	-4	-2	3
N#Cc1c(C#N)c(O)c2ccccc2c1O	2	0.0	0	14	-1	-11	43	-2	nt	-9
CCCCCCCCCCCC(=O)N1CC(=O)NC(=O)C1	11	0.8	nt	-12	5	nt	-11	nt	-1	-7
CC(=O)N1CCOc2ccc(S(=O)(=O)Nc3ccc(C)cn3)cc21	-1	0.4	-1	-4	2	-6	-10	1	1	3
NC(=O)CSc1nnc(-c2ccc(S(=O)(=O)N3CCCC3)cc2)n1Cc1ccco1	-2	-0.2	8	-9	-4	2	5	-7	1	-9
Cc1cc(C)c2oc(-c3cccc(N)c3)nc2c1	14	-4.4	-3	-6	3	nt	-2	11	-3	-30

Single records, from the list above. Screens in order: Wnt bcat act, CDK5 inh, HTR5A ag ctr, dFosB act, V-ATPase pH, MITF TRPM1 HTS, SR-BI DiI inh, HTR5A inv ag, NSD2 HMT inh, PvdQ acylase
`CC(=O)N1CCOc2ccc(S(=O)(=O)Nc3ccc(C)cn3)cc21` in the list: -1, 0.4, -1, -4, 2, -6, -10, 1, 1, 3
`N#Cc1c(C#N)c(O)c2ccccc2c1O` in the list: 2, 0.0, 0, 14, -1, -11, 43, -2, nt, -9

The list continues:
SMILES	Wnt bcat act	CDK5 inh	HTR5A ag ctr	dFosB act	V-ATPase pH	MITF TRPM1 HTS	SR-BI DiI inh	HTR5A inv ag	NSD2 HMT inh	PvdQ acylase
COC(=O)c1cc(S(=O)(=O)N2CCN(c3ccccc3OC)CC2)cn1C	-2	-1.5	-2	-9	1	1	-12	5	-5	-8
CC(c1nc2ccccc2c(=O)[nH]1)N1CCN(C)CC1 (centres undefined)	-1	0.8	4	0	-1	-7	-12	17	-2	-6
CCCC1CC(CSc2ncn[nH]2)OC1=O (centres undefined)	0	0.1	13	0	5	4	-16	-32	-5	-22
COc1ccc(N(CC(=O)Nc2cccc3ccccc23)S(C)(=O)=O)cc1	0	-9.4	-2	-15	8.5*	37	14	9	-1	-18
O=C(C[n+]1ccc2ccccc2c1)c1cccc2ccccc12	-7	0.5	-3	-3	1	-17	-15	10	1	-3
CCCc1cc(=O)n2[nH]c(C)cc2n1	nt	-2.3	-3	4	-2	-5	-16	4	-1	-11
COc1ccccc1CNc1ncnc2c1nnn2Cc1ccccc1	nt	-0.6	-1	-10	1	-6	-19	-8	5	-12
O=C1Nc2c(c(=O)[nH]c(=O)n2-c2ccccc2)C1(Nc1ncccn1)C(F)(F)F (centres undefined)	-2	-2.0	5	1	-1	nt	-28	-13	0	-12
CCOC(=O)c1cnn(-c2nc(-c3ccc(F)cc3)cs2)c1C(F)(F)F	-1	-0.6	-3	-5	3	7	12	4	-1	-11
O=c1c2c3c(sc2nc(NCCOCCO)n1Cc1ccco1)CCCCC3	0	3.4	-2	-11	5	nt	-6	4	1	-14
O=C(c1ccco1)N1CCN(Cc2nc3ccc([N+](=O)[O-])cc3c(=O)n2-c2ccccc2F)CC1	-4	-1.1	5	-6	-5	nt	12	-24	0	3
Cc1sc(Nc2ccc([N+](=O)[O-])cc2)nc1-c1c(C)n(C)n(-c2ccccc2)c1=O	nt	0.8	0	-6	-3	nt	49	-7	nt	-3
Cc1coc2cc3oc(=O)c4c(c3cc12)CCCC4	-2	-0.5	3	-8	0	0	9	-16	-1	-9
CCOC(=O)C1=C(COC(=O)/C=C/c2ccc(O)c(OC)c2)NC(=O)NC1C (centres undefined)	6	0.3	-2	-6	-3	4	38	5	-3	-13
COc1ccc(N(C)S(=O)(=O)c2ccc(Cl)c(C(=O)NNC(=O)c3ccccc3O)c2)cc1	-7	-2.1	-3	-5	0	-6	79*	8	1	-16
Cc1cc(C(C)(C)C)ccc1Oc1cccc2c1S(=O)(=O)N(C1CCCC1)CC(COCc1ccccc1)O2 (centres undefined)	-5	1.8	-5	-2	-1	-10	-5	16	nt	8
Cc1ccc(C)c(NC(=O)CN(C)C(=O)c2ccccc2OCc2ccccc2Cl)c1	-3	-0.5	-9	-5	0	6	25	0	4	-18
COc1ccc(-c2nc(CS(=O)CC(=O)NCCCN3CCCC3)c(C)o2)cc1OC (centres undefined)	-5	-2.4	5	-5	5	nt	3	-16	0	-10
O=[N+]([O-])c1ccc(OCCOc2ccccc2/C=N/n2cnnc2)cc1	2	-0.2	-1	36*	0	20	-12	4	2	0
COc1cccc(C(=O)NCCC(=O)NCc2cc(=O)n(C)c(=O)n2C)c1	1	1.2	0	-4	2	-1	-7	-3	-3	-10
Cc1ccc(N2CC(C(=O)Nc3ccc(N4CCOCC4)cc3)CC2=O)cc1C (centres undefined)	0	-4.4	2	6	5	nt	nt	-7	2	-6
O=C(Nc1ccc(S(=O)(=O)N2CCCC2)cc1)Nc1ccc(F)cc1F	-7	1.4	2	-5	-4	2	-4	-10	0	1
COc1ccc(CC(=O)Nc2ccc(N(C)C)c3ccccc23)cc1	-2	0.3	5	-6	0	-1	-7	28	33	-11
CCOC(=O)c1ccc(NC2Nc3cc(C)nn3S2)cc1 (centres undefined)	-3	1.3	-5	-4	5	-6	nt	6	4	-6
O=C(NC1CCOCC1)C1CCC(=O)N(CCc2ccc(Cl)cc2)C1 (centres undefined)	-4	-0.5	-2	-4	-2	6	-19	-5	0	-14
CNc1nc(Nc2ccc(C)c(Cl)c2)nc(N)c1[N+](=O)[O-]	-16	0.7	12	61*	1	-5	41	-3	-1	-9
COc1ccc(C2CC(=O)Oc3cc(OC)c(OC)c(OC)c32)cc1 (centres undefined)	-2	1.9	4	-4	0	1	0	-16	nt	-13
Cc1[nH][nH]c(=O)c1C(c1ccc(-c2ccc(Cl)c(Cl)c2)o1)c1c(C)[nH][nH]c1=O	nt	-0.4	-4	-8	-4	8	0	9	nt	3
CC1Cc2cc(S(=O)(=O)N3CCCC(C(=O)N4CCCCC4)C3)ccc2N1C(=O)C1CC1 (centres undefined)	3	nt	-1	-6	-2	-6	2	3	nt	-20
O=C1C2CCCCN2C(=O)N1CCCCN1CCN(c2ccc(F)cc2)CC1 (centres undefined)	17	-3.2	0	0	1	8	19	1	6	-16
COC(Cc1nnc(SC)n1-c1ccccc1)OC	nt	3.1	0	-6	1	-16	-37	1	-2	7
Cc1cccc(OCC(=O)N2CCC(N3CCCCCC3)CC2)c1	nt	0.4	0	0	-2	nt	7	0	2	7
S=c1[nH]nc(Nc2ccccc2Cl)s1	9	0.9	0	5	1	8	-16	1	-2	-3
Cc1ccc(NC(=O)Cc2c(C(=O)O)n(C)c3ccccc23)cc1F	-1	-0.1	nt	3	0	7	-27	nt	2	-7
O=C(CN1CCC(n2nnc3cc(F)ccc32)CC1)NCCc1nc2ccccc2[nH]1	nt	-1.2	-2	-2	0	7	15	13	nt	-9
COc1c(C)cc(S(=O)(=O)NCc2ccco2)c(C)c1C	0	2.5	-1	2	1	15	4	22	-2	-19
Cc1cnc(NC2=NCCC2)s1	nt	0.5	3	-4	-3	3	-2	-13	0	-5
O=[N+]([O-])c1c(NCc2ccccc2)cc(N2CCc3ccccc3C2)c2nonc12	2	-1.7	1	-2	5.8*	-3	52	-2	3	-7
O=C(Nc1ccccc1C(=O)O)/C(=C/c1ccc(Cl)cc1Cl)NC(=O)c1ccco1	1	0.2	-3	-11	-2	-1	-21	-12	-1	9
O=C(CN1C(=O)c2ccccc2C1=O)Oc1ccc(Cl)cc1	10	-0.8	-3	1	3	-8	-5	11	7	-4
CC(C(=O)N1CCCC1)N1CCN(S(=O)(=O)c2ccc(OC(F)(F)F)cc2)CC1 (centres undefined)	2	0.2	-2	-6	2	-2	-9	7	-1	5
CCOc1ccccc1C(=O)Nc1cc(=O)n(C)c(=O)n1C	1	-1.8	-3	0	1	9	-3	8	nt	-4
O=C(CCl)N(C1CCCC1)C1CCS(=O)(=O)C1 (centres undefined)	-7	0.1	3	0	-1	-34	nt	-8	3	-12
CCN(CC)C(=O)c1ccc(N)cc1	3	0.3	3	-2	1	-2	-11	-26	-2	4
CNC(=O)NC(=S)NC(=O)c1cccc(Cl)c1	2	-0.1	-2	14	2	4	-30	6	-2	-5
CCOc1cc(C(=O)N/N=C/c2ccsc2)cc(OCC)c1OCC	-2	-0.9	14*	2	-2	2	36	1	0	-12
CC(C)=CCN1CCN(Cc2ccc(C)s2)CC1CCO (centres undefined)	-2	0.4	-4	7	-1	4	-14	10	2	-12
CCCCCCCC1CC(/C(C)=N/NC(N)=O)OC1=O (centres undefined)	-1	-1.4	-5	-4	1	6	7	12	-5	-22
CCC1CCCCN1C(=O)CSc1nnc(-c2cccs2)o1 (centres undefined)	nt	0.2	0	3	1	nt	6	-3	-1	-17
CC(C)CCNC(=O)C(C)N(C(=O)Cn1nnc(-c2ccc(F)cc2)n1)C1CCCC1 (centres undefined)	-2	0.4	3	2	2	-5	32	-28	-1	0

Entries listed so far that bear a hit mark in V-ATPase pH:
| SMILES | Wnt bcat act | CDK5 inh | dFosB act | V-ATPase pH | MITF TRPM1 HTS | SR-BI DiI inh | NSD2 HMT inh | PvdQ acylase |
| --- | --- | --- | --- | --- | --- | --- | --- | --- |
| COc1ccc(N(CC(=O)Nc2cccc3ccccc23)S(C)(=O)=O)cc1 | 0 | -9.4 | -15 | 8.5* | 37 | 14 | -1 | -18 |
| O=[N+]([O-])c1c(NCc2ccccc2)cc(N2CCc3ccccc3C2)c2nonc12 | 2 | -1.7 | -2 | 5.8* | -3 | 52 | 3 | -7 |

(listing goes on)
SMILES	Wnt bcat act	CDK5 inh	HTR5A ag ctr	dFosB act	V-ATPase pH	MITF TRPM1 HTS	SR-BI DiI inh	HTR5A inv ag	NSD2 HMT inh	PvdQ acylase
COc1ccc(C(=O)NC(=S)Nc2ccc(Cc3ccncc3)cc2)cc1	nt	-1.3	-1	-10	-1	0	5	4	-1	-9
CC(=O)Nc1ccc(S(=O)(=O)N2CCCN(c3nc(C)cc(C)c3C#N)CC2)cc1	1	-0.1	3	-12	0	-6	4	9	-6	-16
CCC(Sc1ncccc1C(=O)OC(C)C)C(=O)NCc1ccco1 (centres undefined)	nt	-3.5	1	-3	9	6	24	-11	3	0
COc1ccc(NC(=O)CCNC(=O)c2ccco2)cc1S(=O)(=O)N(C)C	0	0.0	0	2	-3	11	2	6	2	-9
COCCNC(=O)C(c1ccccc1C)N(C(=O)Cn1nnc2ccccc21)c1cccnc1 (centres undefined)	nt	0.5	3	-6	1	nt	2	-18	nt	-6
O=C(Nc1cccc(Cl)c1)NC1CCN(C2CCCCC2)C1 (centres undefined)	-1	0.6	1	-5	0	6	-6	-5	-2	-16
Oc1ccc(-c2nnc(Nc3ccccc3)c3ccccc23)cc1	2	1.7	1	1	0	-7	-4	-3	nt	-9
CC(=O)Nc1ccc(S(=O)(=O)c2ccc(N)cc2)cc1	-3	-0.4	5	1	-3	4	-15	7	nt	-7
Cc1cccc2c1-c1sc(C(=O)NCCCN3CCCC(C)C3)cc1CO2 (centres undefined)	-3	-3.7	8	6	-2	-8	26	1	-40	-23

Source: PubChem BioAssay (several laboratories)

An unsorted share of the library. About 5% of those tested had a hit in this group.
